p53 reactivator = mutant p53 re-activation in reporter cells. AID 504706. H1299 p53-A138V BP100-luciferase reporter, luminescence, 24 h. Potency, µM (highest dose often 92.2 µM), for the others: at the top dose activity change, positive = activation, most hits filed as activators. 0.063% of 320,000 active; further: % of control where 0% means no effect; nearly all actives have a fitted effect of over 45% in size
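p53-null H1299 cells stably carrying temperature-sensitive p53-A138V and a BP100-luciferase reporter were pinned with compounds (4-point, 1:5 series) and held 24 hrs at 37 deg C. Luminescence was read 10 min after detection reagent.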
MBNL1 CUG block = blocks human MBNL1 binding to CUG repeat RNA; Q9NR56; TR-FRET MBNL1-His/biotin-(CUG)12 binding, 665/545 ratio; Potency, µM (top dose mostly 57.5 µM), for inactives: top-dose activity change, negative = inhibition, usual class: inhibitors; 0.036% of 280,000 active; AID 2675; active means well fitted inhibition curve with a large enough effect in the signal ratio, with a control signal flat, not every such curve was filed as active; inconclusive means small, poorly fitted or top-dose-only effect, or effect the other way, or a change in a side signal; inactive means no such curve, though single readings can be large or run the other way; the % refers to the signal ratio; further: on the % scale 0 is the no-effect control and ±100 the full control effect
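Ratiometric TR-FRET (665 over 545 nm, excitation 340 nm) tracks disruption of MBNL1-His/biotin-(CUG)12 complex after 60 min at room temperature, with compounds at 92 nM to 58 uM final.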
ELG1 genotoxic = induces genotoxicity in HEK293T cells with luciferase-tagged ELG1. HEK293T ELG1-luciferase reporter, luminescence, 16 h. 1.3% of 330,000 active. Potency, µM (top dose mostly 46 µM), without a hit: top-dose activity change, positive = activation, actives largely listed as activators. AID 504466; further: % of control where 0% means no effect; nearly all actives have a fitted effect of over 60% in size
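Genotoxic stress is detected as increased luminescence from luciferase-tagged ELG1 in HEK293T cells, measured with ONE-Glo after a 16 hr treatment at 37 °C.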
Rab9 promoter act = activators of Rab9 promoter. Huh7 Rab9 promoter-luciferase reporter, luminescence, 24 h. Potency, µM (top dose mostly 9.22 µM), for inactives: at the top dose activation, negative = inhibition, hits mostly activators. 2.8% of 320,000 active. AID 485297; further: % of control where 0% means no effect; nearly all actives have a fitted effect of over 60% in size
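Cells were plated at 1500 per well in reduced-serum medium with 10% FBS and left 2 h. Compound in DMSO was then added for 24 h at 37 °C. Reporter signal was read by luminescence after 10 min with luciferase detection reagent.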
uPA surface inh = cell surface uPA generation inhibition | Potency, µM (doses to about 38.3 µM), without a hit: top-dose activity change, negative = inhibition, actives largely listed as inhibitors | 0.31% of 330,000 active | cell surface uPA generation assay, qHTS | AID 540303; active means well fitted inhibition curve with a large enough effect; inconclusive means small, poorly fitted or top-dose-only effect; inactive means no such curve, though single readings can be large or run the other way; tested in mouse RAW 264.7 cells; further: on the % scale 0 is the no-effect control and ±100 the full control effect; nearly all actives have a fitted effect of over 55% in size
NPC1 promoter act = activators of NPC1 promoter; Huh7 NPC1 promoter luciferase reporter, 24 h; Potency, µM (highest dose often 9.22 µM), for inactives: at the top dose activation, actives largely listed as activators; 2.4% of 320,000 active;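 further: % of control where 0% means no effect; nearly all actives have a fitted effect of over 60% in size; reporter is driven by a mutant NPC1 promoter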
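NPC1 promoter–luciferase Huh7 cells; 24 h compound; luminescence.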
BRCA1 expr act = BRCA1 expression activation; MCF7-BRCA1-FFLuc reporter, luminescence, 48 h; response scale: scaled: vehicle 0%, 10 µM genistein 100%; 1.1% of 380,000 active; AID 624202; Potency, µM (titrated, usually from 46.1 µM), inactives show top-dose activation, usual class: activators; further: nearly all actives have a fitted effect of over 80% in size; some results filed as inactive show a strong effect at the top dose
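MCF7 cells carrying a BRCA1-firefly luciferase reporter (2000 cells/well, phenol-red free MEM) were attached for 2 h at 37 °C, then given compounds for 48 h. Luminescence was read 15 min after luciferase reagent; activity normalized to genistein (10 microM) and DMSO.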
FLuc counter = counter-screen for miR-21 project: firefly luciferase inhibitors or activators. P08659. purified FLuc, Km substrates, luminescence inhibition. Potency, µM (titrated, usually from 57.5 µM), for inactives: at the top dose activity change, negative = inhibition, actives largely listed as inhibitors. 6.9% of 360,000 active. AID 588342;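 further: plate controls were vehicle for no effect and reference inhibitor for full effect; nearly all actives have a fitted effect of over 55% in size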
Target sequence (P08659 whole entry, looked up): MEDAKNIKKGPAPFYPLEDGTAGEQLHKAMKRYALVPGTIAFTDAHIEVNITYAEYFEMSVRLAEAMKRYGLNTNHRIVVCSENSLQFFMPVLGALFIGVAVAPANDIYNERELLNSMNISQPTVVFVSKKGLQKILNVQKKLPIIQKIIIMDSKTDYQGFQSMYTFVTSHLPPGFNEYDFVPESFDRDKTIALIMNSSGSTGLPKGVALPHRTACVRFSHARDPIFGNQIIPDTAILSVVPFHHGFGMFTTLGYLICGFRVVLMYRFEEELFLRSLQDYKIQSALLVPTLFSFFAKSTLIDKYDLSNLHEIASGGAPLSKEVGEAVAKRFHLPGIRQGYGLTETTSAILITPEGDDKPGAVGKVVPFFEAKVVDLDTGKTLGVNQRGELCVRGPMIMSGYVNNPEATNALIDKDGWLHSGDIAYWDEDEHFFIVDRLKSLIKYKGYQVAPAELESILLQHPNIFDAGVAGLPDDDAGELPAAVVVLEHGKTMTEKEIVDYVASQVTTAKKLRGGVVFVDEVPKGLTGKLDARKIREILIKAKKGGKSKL
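Purified P. pyralis luciferase, 10 nM final, with Km-level 10 uM D-luciferin and 10 uM ATP in 50 mM Tris acetate pH 7.5, 10 mM Mg acetate, 0.01% Tween-20, 0.05% BSA; 6-point qHTS titration about 60 µM downward; luminescence read.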
VP16 counter = counter-screen for ROR gamma inhibitors: Gal4-VP16 reporter; AID 2546; Drosophila S2 Gal4-VP16 UAS-luciferase, luminescence, 20 h; Potency, µM (doses to about 53.6 µM), inactives show at the top dose activity, negative = inhibition, usual class: inhibitors; 3.5% of 310,000 active;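 further: Gal4-VP16 expression switched on by copper sulfate through the metallothionein promoter; on the % scale 0 is the no-effect control and ±100 the full control effect; nearly all actives have a fitted effect of over 50% in size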
RORg inh = blocks mouse ROR gamma transcriptional activity | P51450 | Drosophila S2 Gal4-RORgamma UAS-luciferase reporter, 20 h | Potency, µM (doses to about 53.6 µM), without a hit: at the top dose activity change, negative = inhibition, usual class: inhibitors | 5.4% of 310,000 active; further: on the % scale 0 is the no-effect control and ±100 the full control effect; nearly all actives have a fitted effect of over 60% in size
Target sequence (P51450 whole entry, looked up, the tested form may be a part): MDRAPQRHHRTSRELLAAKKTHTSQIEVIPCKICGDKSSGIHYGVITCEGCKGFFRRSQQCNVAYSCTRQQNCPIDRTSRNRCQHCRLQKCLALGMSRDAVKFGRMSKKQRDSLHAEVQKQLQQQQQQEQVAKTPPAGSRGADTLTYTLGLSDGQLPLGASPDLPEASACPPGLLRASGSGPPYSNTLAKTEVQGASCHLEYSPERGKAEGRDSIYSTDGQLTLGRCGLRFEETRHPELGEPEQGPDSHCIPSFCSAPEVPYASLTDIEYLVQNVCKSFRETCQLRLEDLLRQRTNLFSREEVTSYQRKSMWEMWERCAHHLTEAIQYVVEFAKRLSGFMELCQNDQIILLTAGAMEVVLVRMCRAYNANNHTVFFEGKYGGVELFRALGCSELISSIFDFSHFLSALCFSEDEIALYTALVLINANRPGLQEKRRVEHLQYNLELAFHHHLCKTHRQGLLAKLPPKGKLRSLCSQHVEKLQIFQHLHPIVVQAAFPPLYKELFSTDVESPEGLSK
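Stable Schneider cell line, Gal4 DNA-binding domain fused to ROR gamma, UAS-luciferase. Cmpd 1 hr RT → CuSO4 700 uM final → 20 hr RT → luciferase reagent 10 min → luminescence.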
Numbers without * were called inactive; ? = inconclusive; · = no result given; & = joins results of further samples; [ ] = remark or other dose. Unless noted, the call rests on the fitted dose curve; in most records, active means well fitted curve in the direction sought with a large enough effect; inconclusive means small, poorly fitted or top-dose-only effect, or another doubt; inactive means no such curve, though single readings can be large; an effect the other way counts as inactive or inconclusive. Potency means the concentration at half of the fitted maximal effect.

SMILES	p53 reactivator	MBNL1 CUG block	ELG1 genotoxic	Rab9 promoter act	uPA surface inh	NPC1 promoter act	BRCA1 expr act	FLuc counter	VP16 counter	RORg inh
c1ccc(-c2csc(N3CCOCC3)n2)cc1	?	8.2%	6.31µM*	?	-1.0%	?	?	15.1µM*	2.1%	?
CN1CCN(CCOc2ccc(-c3ccccc3)cc2)CC1	·	3.9%	21.1%	0.0%	7.4%	2.7%	7.94µM*	?	·	·
COc1ccccc1N1CCN(C(=O)CSc2nc3ccccc3[nH]2)CC1	2.2%	1.2%	-5.2%	-0.2%	·	0.9%	0.7%	8.6%	0.3%	?
O=C(CNC(=O)c1ccc2ccccc2c1)Nc1ncccc1O	?	·	16.9%	10.7%	-28.6%	1.3%	55.2%	·	·	·
CCn1cnc2c1c(=O)n(CC(=O)N1CCc3ccccc31)c(=O)n2Cc1ccccc1	0.1%	-9.4%	-2.0%	-3.4%	-0.8%	-0.2%	-18.5%	1.4%	-10.8%	16.6%
CN(C)c1cccc(C(=O)Nc2ccc(N3CCOCC3)cc2)c1	1.1%	3.8%	?	?	·	21.9%	11.2µM*	21.3µM*	5.9%	?
O=CN1CCN(C(=O)c2ccc3c(c2)OCO3)CC1	10.6%	-4.0%	12.9%	-4.5%	-0.4%	-3.7%	5.3%	-6.7%	6.0%	6.0%
O=C(Cc1ccccc1)Nc1cccc(C(=O)N/N=C/c2ccco2)c1	-0.4%	?	-1.3%	-1.2%	-3.3%	4.3%	-3.4%	-27.1%	-8.6%	14.7%
Oc1ccc(N=Cc2c(O)ccc3ccccc23)cc1	10.2%	?	-0.6%	0.2%	?	-0.4%	-26.3%	16.9µM*	?	?
CCOc1ccc(NC(=O)NNC(=O)c2ccc(CC)s2)cc1	-1.6%	-1.8%	2.0%	-11.9%	14.0%	5.5%	-26.5%	?	-30.3%	-1.4%

Reprinted from the part before: two entries, then new ones.
SMILES	p53 reactivator	MBNL1 CUG block	ELG1 genotoxic	Rab9 promoter act	uPA surface inh	NPC1 promoter act	BRCA1 expr act	FLuc counter	VP16 counter	RORg inh
Oc1ccc(N=Cc2c(O)ccc3ccccc23)cc1	10.2%	?	-0.6%	0.2%	?	-0.4%	-26.3%	16.9µM*	?	?
CCOc1ccc(NC(=O)NNC(=O)c2ccc(CC)s2)cc1	-1.6%	-1.8%	2.0%	-11.9%	14.0%	5.5%	-26.5%	?	-30.3%	-1.4%
Cc1ccc(NC(=O)/C=C/c2ccc([N+](=O)[O-])s2)cc1	?	·	?	-23.7%	-12.7%	?	-39.9%	-20.0%	?	?
COc1ccc2cc(CCN3C(=O)c4ccccc4C3=O)c(=O)[nH]c2c1	12.0%	?	4.8%	23.2%	15.7%	12.5%	0.0%	1.4%	11.9%	21.2%
COc1ccc(CNC(=O)C2=CC(c3ccc(OC)cc3)=NS(=O)(=O)N2C)cc1	7.5%	?	-1.3%	-5.5%	-8.8%	-5.8%	-5.3%	?	-3.6%	0.9%
CCNc1cc2n(c(=O)n1)CCc1cc(OC)c(OC)cc1-2	-4.5%	4.7%	?	-1.5%	-8.7%	-1.1%	-31.9%	1.3%	-5.5%	0.8%
COCCNC(=O)c1ccccc1-c1nc(-c2ccccc2Cl)no1	-3.9%	2.1%	4.5%	2.9%	-4.2%	6.9%	4.7%	12µM*	-8.6%	2.3%
NC(=O)C(C(=O)/C=C/c1ccc(Cl)cc1)=C1SCCS1	?	-5.0%	1.5%	-17.0%	?	-10.6%	-54.7%	?	8.1%	25.9%
COc1cc2c(cc1OC)C(c1cccs1)N(C(=O)c1ccncc1)CC2 (stereo not given)	0.6%	·	11.1%	-15.3%	-8.2%	-17.3%	-34.1%	6.9%	-2.2%	-28.9%
C[C@H]1CCC(=O)N([C@H](CSc2ccc(Br)cc2)Cc2ccccc2)CC1	2.3%	·	-4.4%	-1.3%	4.8%	1.8%	-22.0%	2.3%	·	·
Cc1ccc(-n2ncc3c(=O)n(CC(=O)N4CCN(C(=O)c5ccco5)CC4)cnc32)cc1	-4.7%	·	1.5%	-26.0%	-4.3%	-8.8%	-15.4%	0.0%	·	·
O=C(CSc1nnc(-c2ccccc2)o1)NC(=O)Cc1ccccc1	1.5%	·	1.8%	·	17.6%	·	1.2%	·	·	·
O=C(NC(=O)N1CCN(c2ccc([N+](=O)[O-])cn2)CC1)c1c(Cl)cccc1Cl	-1.6%	7.7%	-0.5%	0.0%	-2.0%	-4.1%	-10.9%	-0.9%	-6.6%	18.1%
Cc1nn(-c2ccccc2)c(C)c1NC(=O)COc1ccc(Cl)cc1Cl	-13.4%	·	-7.4%	-14.9%	-1.9%	-1.4%	-31.6%	-5.8%	?	3.4%
Cc1ccc(NC(=O)Nc2ncnc3nc[nH]c23)cc1	23.3%	6.2%	?	2.82µM*	-21.6%	3.55µM*	56.8%	12µM*	-1.2%	3.5%
CN1CCN(P(=O)(c2ccccc2)c2nc3ccccc3s2)CC1 (stereo not given)	-6.5%	-8.3%	3.9%	-0.7%	4.9%	-0.7%	-2.8%	-2.3%	-4.1%	0.7%
Cc1cc(OCCOc2cccc3cccnc23)c(C)cc1Cl	-1.2%	?	-2.5%	1.9%	1.7%	8.5%	-13.0%	-10.7%	1.5%	24.4%
O=C(NC1CCCCCCC1)c1ccc2c(c1)OCO2	10.0%	-9.0%	2.06µM*	0.398µM*	-0.8%	0.794µM*	?	3.01µM*	-25.8%	-23.7%
Cn1c(N)c(S(=O)(=O)N2CCN(c3ccccc3)CC2)c(=O)n(C)c1=O	-3.5%	-6.3%	0.8%	-2.4%	3.5%	-3.9%	-3.3%	-3.7%	-0.5%	9.7%
CCc1ccc(NC(=O)CCc2c(C)nn(-c3ccc(N4CCOCC4)nn3)c2C)cc1	2.4%	6.0%	5.0%	13.6%	3.0%	20.8%	36.1%	?	-5.9%	1.6%
CC(=O)N(C(C)=O)c1cccc2c(N(C(C)=O)C(C)=O)cccc12	0.3%	6.0%	-0.5%	5.6%	0.3%	1.3%	1.0%	-2.1%	-2.2%	4.5%
S=C1NCN(Cc2cccnc2)CN1Cc1ccccc1	-0.6%	2.3%	-0.4%	-0.6%	-7.3%	0.7%	1.8%	-2.8%	3.6%	?
CCS(=O)(=O)N1CCN(CC(=O)NC2CCCCC2)CC1	2.8%	-15.0%	-3.2%	-3.6%	1.8%	-1.6%	-20.4%	0.1%	-9.9%	14.8%
O=C(NNC(=O)c1ccc[nH]1)Nc1cccc(C(F)(F)F)c1	5.3%	1.5%	5.7%	1.6%	-1.0%	2.6%	24.8%	-9.2%	-7.5%	14.8%
Cc1cccc(C)c1N1CCN(c2ccc3nnc(C(F)(F)F)n3n2)CC1	-3.6%	1.8%	?	-7.0%	-2.8%	0.2%	-52.8%	-0.8%	7.0%	-16.1%
COc1ccc(C2SCCN2S(=O)(=O)c2ccc(F)cc2)cc1OC (stereo not given)	-3.7%	-1.1%	-3.9%	0.1%	-2.5%	-1.4%	-2.2%	5.5%[2.3 µM]	-11.3%	3.2%
CC(C)CN(C(=O)CN1CCN(S(=O)(=O)c2ccccc2)CC1)c1c(N)n(CC(C)C)c(=O)[nH]c1=O	2.0%	-4.0%	2.0%	1.5%	-1.6%	7.3%	5.6%	1.9%	1.0%	2.4%
COc1ccccc1S(=O)(=O)Cc1ccc(C(=O)NCc2cccs2)o1	9.6%	-16.7%	-2.3%	0.0%	0.3%	0.9%	-2.7%	3.8%	-11.4%	18.5%
CCC(C(=O)NCc1ccccc1OC)n1nc(C)n2c(cc3occc32)c1=O (stereo not given)	-5.4%	-6.6%	-0.7%	7.6%	-4.0%	-3.5%	-16.3%	-8.1%&-1.5%	9.8%	5.6%
O=C(CCN1CCN(c2ccccc2)CC1)NNC(=O)c1cccc2ccccc12	-5.3%	3.2%	-2.4%	-3.8%	0.5%	-2.5%	23.9%	4.0%	8.4%	-4.4%
O=S(=O)(c1cccs1)N1CCN(CC(O)COc2cccc(Br)c2)CC1 (stereo not given)	-2.5%	2.3%	-6.7%	2.5%	-5.2%	-3.7%	-45.7%	-1.9%	8.3%	25.2%
Cc1ccccc1-n1nc(-c2cccnc2)cc1C(=O)N/N=C/c1ccncc1	-9.7%	13.3%	-5.0%	-0.2%	-0.5%	0.9%	-5.4%	0.5%	-13.4%	-6.5%
CC1CCN(S(=O)(=O)c2cccc(C(=O)N3CCN(c4ccc(F)cc4)CC3)c2)CC1	-1.9%	0.1%	0.3%	-42.0%[inhibitor]	-4.8%	-6.6%	-43.6%	-0.1%	-65.7%	?
COc1ccc(CCn2c(N)c(C(=O)NCc3ccco3)c3nc4ccccc4nc32)cc1OC	11.0%	?	-10.9%	-1.4%	-2.7%	8.2%	-47.6%	-17.8%	-10.7%	27.0%
CCOC(=O)c1c(-c2cccs2)csc1NC(=O)CN1CC(C)OC(C)C1 (stereo not given)	-10.4%	10.7%	-13.2%	0.4%	2.7%	-0.1%	-64.3%	3.2%	5.6%	-3.8%
COc1ccc(CNC(=O)CSc2nn3c(=O)c(C(C)(C)C)nnc3s2)cc1OC	1.6%	3.0%	-0.2%	9.5%	3.3%	0.3%	-22.5%	0.8%	1.6%	3.55µM*
CCOc1ccc(NC(=O)CCc2nnc3ccc(N4CCN(C)CC4)nn23)cc1	-4.1%	-9.1%	2.5%	2.2%	7.5%	-5.4%	-1.2%	1.4%	-6.1%	-25.1%

Bioassay records (PubChem)

Outcome played no part in choosing rows, and some 13% of all compounds hit somewhere here.
